Compound activity from PubChem.
CHRM1 agonist – human M1 muscarinic receptor agonists, primary screen, Fluo-8 calcium fluorescence, CHO-K1 cells, HTS | actives 0.33% (n = 360,000) | AID 588814, 2011 | CHO-K1 hM1, agonist mode; 0% DMSO, 100% acetylcholine EC100 | activation, % at 3 µM;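 active = activation above the run's mean compound activation plus 3 SD, cut at about 16% in these data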;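 also: peak over basal fluorescence ratio within a 140 s kinetic read after compound addition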
TAAR1 ag – human TAAR1 agonists, primary screen, Fluo-8 calcium fluorescence, CHO RD-HGA16 cells; vehicle wells 0%, saturating PEA agonist 100%; Trace amine-associated receptor 1 (Homo sapiens), Q96RJ0; actives 0.99% (n = 360,000); activation, % at 3 µM;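 active = activation above the mean activation of all test compounds in the run plus 3 SD, cut at about 38% in these data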
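System: CHO-derived RD-HGA16 cells with stable Gα16 and human TAAR1 / Times: 17-24 h plating, Fluo-8 75 min 37 °C, 30 min RT / Technique: calcium-sensitive Fluo-8 signal, excitation 470-495, emission 515-575 nm / Measure: % activation relative to PEA EC100 response / Benchmarks: DMSO and PEA EC100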
CHO parental Ca – ATP-evoked calcium signal inhibitors, parental CHO, primary screen, counter-screen for OX1R antagonist project, cell-based, fluorescence, Fluo-8 calcium dye | parental CHO-K1, ATP-induced calcium, Fluo-8 fluorescence | inhibition, % at 5.6 µM | actives 0.63% (n = 330,000);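 active = inhibition above that plate's mean sample inhibition plus 3 SD, cut at about 26% in these data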;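 also: 0% = ATP-challenged DMSO wells and 100% = DMSO wells without ATP; some compounds past the cut are filed as inactive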
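Assay system: parental CHO cells; Read-out basis: percent inhibition of ATP-evoked calcium rise, normalized to controls; Benchmarks: ATP and no-ATP DMSO wells; Compound dosing: single nominal dose of 5.6 µM per compound; Signal: Fluo-8 calcium dye fluorescence; Also added: ATP as calcium-mobilizing challenge; Repeats: singlicate.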
CHO-K1 Ca ag – counter-screen for M1 agonists: effect in parental CHO-K1 cells; Fluo-8 calcium fluorescence; scaled to maximal ATP response, vehicle zero; activation, % at 3 µM; actives 0.48% (n = 360,000); AID 602248, 2012; in the data active = activation above about 15%;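 also: untransfected CHO-K1 host cells lacking M1 receptor as counterscreen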
V1R ag counter – agonists of human V1a receptor, primary screen, counter-screen for OXTR agonist project, fluorescence, CHO-V1R cells. Fluo-8 calcium fluorescence, agonist mode; 0% DMSO, 100% 3 nM vasopressin. activation, % at 3 µM. actives 0.25% (n = 320,000). AID 2797, 2010;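 active = activation above the mean activation of all tested compounds plus 3 SD, per screening run, cut at about 20% in these data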;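 also: signal is peak over basal fluorescence ratio across a 100 second FLIPR read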
Target sequence (P37288 whole entry, looked up): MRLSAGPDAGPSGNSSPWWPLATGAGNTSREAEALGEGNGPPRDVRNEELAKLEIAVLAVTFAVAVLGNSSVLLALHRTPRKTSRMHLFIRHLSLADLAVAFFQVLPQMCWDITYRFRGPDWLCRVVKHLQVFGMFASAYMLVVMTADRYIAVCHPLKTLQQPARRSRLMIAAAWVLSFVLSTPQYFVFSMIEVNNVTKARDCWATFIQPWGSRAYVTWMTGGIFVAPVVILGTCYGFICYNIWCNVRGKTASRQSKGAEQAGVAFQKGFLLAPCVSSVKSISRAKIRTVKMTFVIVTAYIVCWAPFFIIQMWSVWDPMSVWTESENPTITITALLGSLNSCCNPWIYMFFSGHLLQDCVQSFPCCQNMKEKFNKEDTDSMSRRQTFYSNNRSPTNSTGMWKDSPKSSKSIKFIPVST
TAAR1 antag – human TAAR1 antagonists, primary screen, Fluo-8 calcium fluorescence, CHO RD-HGA16 cells; antagonist; inhibition, % at 3 µM; actives 1.5% (n = 360,000);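 active = inhibition above a per-plate cutoff, the mean inhibition of test compounds on that plate plus 3 SD, cut at about 49% in these data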;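 also: 0% = DMSO plus EC80 beta-PEA response and 100% = DMSO alone without agonist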
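test system = CHO RD-HGA16 cells bearing hTAAR1 | replication = singlicate | controls = DMSO-only wells and EC80 β-PEA-stimulated wells | reagent = EC80 β-phenethylamine stimulus | read-out basis = percent inhibition of PEA-evoked calcium signal, max/basal emission ratio | schedule = seeding 17-24 h prior, 75-min 37 °C, 30-min RT dye loading | signal = kinetic Fluo-8 calcium fluorescence measurement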
CHO-K1 Ca antag – counter-screen for M1 antagonists: effect in parental CHO-K1 cells; inhibition, % at 3 µM; ATP-induced calcium, Fluo-8 fluorescence; AID 602250; actives 0.6% (n = 360,000);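 active = inhibition above a per-plate cutoff, the plate's mean sample inhibition plus 3 SD, cut at about 24% in these data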;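 also: 0% = DMSO plus EC80 ATP and 100% = DMSO alone without ATP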
M1 PAM parental – nonselective calcium activators in parental CHO-K1 cells, primary screen, counter-screen for M1 PAM project, cell-based, Fluo-8 calcium fluorescence, full deck, 1536-well. actives 0.02% (n = 360,000). activation, % at 3 µM. ATP EC20; 0% at ATP EC20, 100% at ATP max;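 active = activation above the run cutoff, the mean activation of all test compounds plus 3 SD, cut at about 40% in these data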;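 also: peak over basal fluorescence ratio in a 140 s read after ATP addition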
OXTR potentiator – human OXTR potentiators, primary screen, fluorescence, CHO-OTR cells, Fluo-8 calcium. Fluo-8 calcium fluorescence, potentiator mode; 0% = oxytocin EC15, 100% = EC100. activation, % at 3 µM. actives 0.061% (n = 320,000);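 active = activation above that plate's cutoff, the mean activation of tested compounds plus 3 SD, cut at about 6.6% in these data, passing the limit was not always enough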;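 also: 100% uses oxytocin at 75 nM as the full agonist control; some results filed as inactive read as strong as hits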
Target sequence (P30559 whole entry, looked up): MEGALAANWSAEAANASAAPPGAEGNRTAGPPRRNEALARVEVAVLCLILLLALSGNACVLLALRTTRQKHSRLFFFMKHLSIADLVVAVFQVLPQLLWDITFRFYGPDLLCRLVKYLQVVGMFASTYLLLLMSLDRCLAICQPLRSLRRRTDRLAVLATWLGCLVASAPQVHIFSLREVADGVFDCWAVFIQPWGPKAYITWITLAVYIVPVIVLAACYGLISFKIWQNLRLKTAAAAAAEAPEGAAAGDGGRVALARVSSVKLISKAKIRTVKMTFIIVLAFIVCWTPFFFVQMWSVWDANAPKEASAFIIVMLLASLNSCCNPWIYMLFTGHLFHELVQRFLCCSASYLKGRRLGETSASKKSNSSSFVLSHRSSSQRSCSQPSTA
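Material: human OTR in CHO cells. Compound: 3.0 µM, one dose. Timing: compound 6 min at room temperature before oxytocin, 100 s read. Evaluation: % activation of max/min ratio relative to oxytocin controls. Replication: single well per compound, singlicate. Signal: Fluo-8 calcium dye fluorescence.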
* marks the source's active call; other numbers are inactive results.

Screening O=C(CN1CCOCC1)Nc1c2c(nc3ccccc13)N(Cc1ccccc1)CC2 returned CHRM1 agonist -2.5, TAAR1 ag 7.3, CHO parental Ca -10.2, CHO-K1 Ca ag 0.4, V1R ag counter -1.0, TAAR1 antag 14.3, CHO-K1 Ca antag 2.8, M1 PAM parental 6.7 and OXTR potentiator -5.0.
For Cc1ccc(C)c(Cn2c(C)nc3c(sc(=S)n3-c3ccccc3)c2=O)c1 the results were CHRM1 agonist -0.5, TAAR1 ag 0.1, CHO parental Ca -6.9, CHO-K1 Ca ag -0.3, V1R ag counter -1.1, TAAR1 antag -9.0, CHO-K1 Ca antag -12.1, M1 PAM parental 7.9 and OXTR potentiator -1.9.
`NC(=O)c1ccc(NC(=O)C#Cc2ccccc2)cc1` gave CHRM1 agonist -6.1, TAAR1 ag 11.8, CHO parental Ca 2.8, CHO-K1 Ca ag 1.4, V1R ag counter 0.2, TAAR1 antag -0.4, CHO-K1 Ca antag -7.9, M1 PAM parental 11.0 and OXTR potentiator -9.0.
Cc1ccc2oc(-c3cc(NC(=O)c4ncn[nH]4)ccc3O)nc2c1 was read as CHRM1 agonist -5.8, TAAR1 ag -0.6, CHO parental Ca -22.1, CHO-K1 Ca ag 0.0, V1R ag counter 0.6, TAAR1 antag 0.5, CHO-K1 Ca antag -0.1, M1 PAM parental -2.1 and OXTR potentiator -22.7.
COc1cc([N+](=O)[O-])ccc1NC(=O)C[n+]1cccc(C(C)=O)c1 was read as CHRM1 agonist -12.3, TAAR1 ag -0.8, CHO parental Ca -7.6, CHO-K1 Ca ag 0.4, V1R ag counter 0.0, TAAR1 antag -3.8, CHO-K1 Ca antag -2.6, M1 PAM parental 20.1 and OXTR potentiator -4.3.
For CCc1cccc(CC)c1NC(=O)COC(=O)C1(C)CC1(Cl)Cl (centres undefined) the results were CHRM1 agonist -1.5, TAAR1 ag 2.9, CHO parental Ca 3.0, CHO-K1 Ca ag 0.3, V1R ag counter -1.3, TAAR1 antag -8.3, CHO-K1 Ca antag -2.7, M1 PAM parental -7.1 and OXTR potentiator -11.5.
`Cc1ccc(NC(=O)N2CCCC2C(=O)NCc2ccc(Cl)cc2)cc1` (centres undefined) gave CHRM1 agonist -5.7, TAAR1 ag -0.9, CHO parental Ca -22.5, CHO-K1 Ca ag -0.7, V1R ag counter -0.7, TAAR1 antag -31.3, CHO-K1 Ca antag 6.3, M1 PAM parental -16.0 and OXTR potentiator -0.9.
Screening COc1cccc(OCCn2cc(/C=N/NC(=O)c3ccncc3)c3ccccc32)c1 returned CHRM1 agonist -0.3, TAAR1 ag 10.2, CHO parental Ca -3.7, CHO-K1 Ca ag 3.6, V1R ag counter 3.5, TAAR1 antag 20.6, CHO-K1 Ca antag -5.4, M1 PAM parental 0.2 and OXTR potentiator -13.6.
`Cc1ccc(C2C3=C(CCCC3=O)Nc3[nH]c(=S)[nH]c(=O)c32)cc1` (centres undefined) gave CHRM1 agonist -4.4, TAAR1 ag 11.1, CHO parental Ca -1.5, CHO-K1 Ca ag 0.7, V1R ag counter 1.2, TAAR1 antag 7.5, CHO-K1 Ca antag -8.2, M1 PAM parental 18.2 and OXTR potentiator 3.1.
`Cc1ccc(-c2nc3ccc(Br)cn3c2Cc2ccsc2)cc1` gave CHRM1 agonist -6.4, TAAR1 ag -2.0, CHO-K1 Ca ag -0.4, TAAR1 antag -19.7, CHO-K1 Ca antag -25.6 and M1 PAM parental 8.6.
`COc1cccc(CNC(=O)N[C@@H](CC(C)C)C(=O)O)c1` gave CHRM1 agonist -3.6, TAAR1 ag 3.4, CHO parental Ca -12.1, CHO-K1 Ca ag 0.6, V1R ag counter 0.5, TAAR1 antag 11.8, CHO-K1 Ca antag -8.3, M1 PAM parental 16.1 and OXTR potentiator -5.7.
`Cc1noc(/C=C/N(C)C)c1S(=O)(=O)N1CCCC(C(=O)Nc2ccc3c(c2)OCO3)C1` (centres undefined) gave CHRM1 agonist -1.4, TAAR1 ag 3.0, CHO parental Ca -3.4, CHO-K1 Ca ag 1.6, V1R ag counter -0.4, TAAR1 antag 2.8, CHO-K1 Ca antag 2.9, M1 PAM parental 4.9 and OXTR potentiator -6.7.
`CC(C)N=C(Nc1cccnc1)c1ccccc1` gave CHRM1 agonist -6.0, TAAR1 ag 4.7, CHO parental Ca -4.3, CHO-K1 Ca ag 1.4, V1R ag counter 0.5, TAAR1 antag -19.1, CHO-K1 Ca antag -10.4, M1 PAM parental 20.3 and OXTR potentiator -0.6.
C=CCNc1ncnc2c1ncn2[C@H]1CN(Cc2cc(OC)c(OC)c(OC)c2)C[C@@H](CO)O1 was read as CHRM1 agonist -2.2, TAAR1 ag 1.3, CHO-K1 Ca ag 0.3, TAAR1 antag -20.4, CHO-K1 Ca antag -7.8 and M1 PAM parental 13.3.
For CNC(C)C#Cc1ccc2oc3cccc(OC)c3c(=O)c2c1 (centres undefined) the results were CHRM1 agonist -9.3, TAAR1 ag 1.4, CHO parental Ca -19.7, CHO-K1 Ca ag -0.4, V1R ag counter -0.6, TAAR1 antag 7.4, CHO-K1 Ca antag -9.2, M1 PAM parental 8.1 and OXTR potentiator 10.3.
For N/C(=N\OC(=O)c1cccs1)c1cccnc1 the results were CHRM1 agonist -3.3, TAAR1 ag 0.2, CHO parental Ca -4.1, CHO-K1 Ca ag 1.1, V1R ag counter 0.6, TAAR1 antag -34.2, CHO-K1 Ca antag -0.1, M1 PAM parental 8.1 and OXTR potentiator 0.7.
For O=C1c2cccc3c2C2(O)c4c1cccc4C(=O)c1cccc(c12)C3=O the results were CHRM1 agonist 1.4, TAAR1 ag 15.3, CHO-K1 Ca ag 6.2, TAAR1 antag 71.0*, CHO-K1 Ca antag -8.1 and M1 PAM parental 6.3.
For Cc1noc(C)c1NC(=O)N(C)C[C@H]1OCc2cn(nn2)CCCC(=O)N([C@@H](C)CO)C[C@@H]1C the results were CHRM1 agonist -2.5, TAAR1 ag 1.1, CHO-K1 Ca ag 0.6, TAAR1 antag -3.5, CHO-K1 Ca antag -15.5 and M1 PAM parental 23.8.
Screening O=C(NCCCn1ccnc1)C1CCN(S(=O)(=O)c2cc([N+](=O)[O-])ccc2Cl)CC1 returned CHRM1 agonist -8.8, TAAR1 ag 1.6, CHO parental Ca -5.7, CHO-K1 Ca ag -0.2, V1R ag counter 0.5, TAAR1 antag -1.1, CHO-K1 Ca antag -1.7, M1 PAM parental 3.6 and OXTR potentiator 5.2.
`CC(=O)C(C)Oc1ncn(-c2ccccc2)n1` (centres undefined) gave CHRM1 agonist -1.8, TAAR1 ag 8.1, CHO parental Ca -5.6, CHO-K1 Ca ag 0.1, V1R ag counter -0.7, TAAR1 antag -8.5, CHO-K1 Ca antag 12.2, M1 PAM parental -7.0 and OXTR potentiator -10.1.
CN(C)CCCNC(=S)N1CCC(C(=O)c2ccc(Cl)cc2)CC1 was read as CHRM1 agonist -7.1, TAAR1 ag 5.4, CHO-K1 Ca ag 2.3, TAAR1 antag -15.9, CHO-K1 Ca antag -2.1 and M1 PAM parental 17.3.
`COc1ccc(C(=O)N(C)CCOc2ccc(Cl)cc2)cc1S(=O)(=O)N1CCCC1` gave CHRM1 agonist -2.7, TAAR1 ag 5.0, CHO-K1 Ca ag 3.0, TAAR1 antag 1.1, CHO-K1 Ca antag -4.7 and M1 PAM parental 1.2.
`CCOC(=O)N1CCN(C(=S)NC(=O)c2nn(C)cc2Br)CC1` gave CHRM1 agonist -0.2, TAAR1 ag 10.3, CHO parental Ca 1.2, CHO-K1 Ca ag -0.3, V1R ag counter 0.4, TAAR1 antag -17.2, CHO-K1 Ca antag 0.1, M1 PAM parental 2.5 and OXTR potentiator 4.5.
`O=C(c1cc2c(=O)n3ccccc3nc2s1)N1CCN(Cc2ccccc2)CC1` gave CHRM1 agonist -11.6, TAAR1 ag 0.2, CHO parental Ca -1.8, CHO-K1 Ca ag 0.9, V1R ag counter 0.1, TAAR1 antag -15.0, CHO-K1 Ca antag -8.7, M1 PAM parental 7.9 and OXTR potentiator -7.4.
Screening Cc1ccc(S(=O)(=O)CCC(=O)NCCC2=CCCCC2)cc1 returned CHRM1 agonist -4.3, TAAR1 ag 0.7, CHO parental Ca -11.8, CHO-K1 Ca ag 0.2, V1R ag counter -1.6, TAAR1 antag -6.3, CHO-K1 Ca antag -4.8, M1 PAM parental 17.5 and OXTR potentiator 3.3.
`C/C(=N\OCC(=O)Nc1cc(C)cc(C)c1)c1ccc2c(c1)OCCO2` gave CHRM1 agonist -7.3, TAAR1 ag 1.4, CHO parental Ca -12.1, CHO-K1 Ca ag -0.4, V1R ag counter -0.2, TAAR1 antag 8.6, CHO-K1 Ca antag 7.0, M1 PAM parental -1.6 and OXTR potentiator -1.8.
Screening O=C(O)CSc1cccc2cccc(C(=O)O)c12 returned CHRM1 agonist 2.0, TAAR1 ag 0.1, CHO parental Ca -5.6, CHO-K1 Ca ag 2.0, V1R ag counter -0.1, TAAR1 antag 0.5, CHO-K1 Ca antag 2.8, M1 PAM parental 14.5 and OXTR potentiator -6.5.
For Cc1cccc(N2CCN(C3=NC(=O)/C(=C\c4cn[nH]c4-c4ccccc4)S3)CC2)c1 the results were CHRM1 agonist -6.8, TAAR1 ag 8.8, CHO parental Ca -8.5, CHO-K1 Ca ag 1.7, V1R ag counter 3.4, TAAR1 antag 60.6*, CHO-K1 Ca antag -5.3, M1 PAM parental 8.6 and OXTR potentiator -17.2.
`COc1ccc(CNC(=O)CN(Cc2cccs2)C(=O)CCC(=O)Nc2ccccn2)cc1` gave CHRM1 agonist -2.0, TAAR1 ag 1.9, CHO parental Ca -8.5, CHO-K1 Ca ag 3.1, V1R ag counter 0.5, TAAR1 antag 0.9, CHO-K1 Ca antag -17.9, M1 PAM parental 4.7 and OXTR potentiator 3.5.
